High-throughput results from PubChem BioAssay.
14-3-3 Bad inh = inhibitors of 14-3-3 zeta/Bad binding, primary screen, biochemical, TR-FRET, bovine 14-3-3 zeta; 14-3-3 protein zeta/delta (Bos taurus), P63103; TR-FRET 14-3-3zeta/Dy647-pBad peptide displacement, 1 h; inhibition, % at 21.7 µM; hit rate 0.71% among 220,000; AID 781, 2007;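 active = inhibition above about 70%, limit read from the data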;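 note: 0% = full 14-3-3 plus peptide FRET controls and 100% = background without 14-3-3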
Target sequence (P63103 whole entry, looked up): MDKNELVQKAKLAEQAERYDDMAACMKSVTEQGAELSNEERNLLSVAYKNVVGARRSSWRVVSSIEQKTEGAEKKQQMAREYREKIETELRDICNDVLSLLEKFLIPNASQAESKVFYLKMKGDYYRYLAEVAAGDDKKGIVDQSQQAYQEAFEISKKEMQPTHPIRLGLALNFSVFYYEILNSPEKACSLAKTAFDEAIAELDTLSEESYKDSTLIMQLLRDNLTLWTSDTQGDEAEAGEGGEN
m-calpain inh = inhibitors of pig calpain II, primary screen, biochemical, fluorogenic peptide substrate, 1536-well. purified calpain II, 30 min. inhibition, % at 16 µM. hit rate 0.37% among 220,000;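 active = inhibition above about 50%, limit read from the data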
TbHK1 inh = Trypanosoma brucei hexokinase 1 inhibitors, primary screen, biochemical, G6PDH-coupled NADH absorbance, MLSCN library | recombinant TbHK1, G6PDH-coupled NADH A340 | hexokinase 1 [Trypanosoma brucei] | inhibition, % at 10 µM | hit rate 0.11% among 220,000 | AID 1430, 2008;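 active = inhibition of 50% or more in the single-dose primary screen; inactive = inhibition below 50%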
EP2 modulator = EP2 receptor modulators, cAMP readout, primary screen, cell-based, HTRF cAMP, PGE2 stimulation; Prostaglandin E2 receptor EP2 subtype (Homo sapiens), P43116; EP2-expressing cells, cAMP HTRF FRET, PGE2 co-stimulation; induction, % at 25 µM; hit rate 0.83% among 260,000; AID 940, 2007;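 active = compounds whose cAMP rise, as percent of the full-agonist control response, exceeds 60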;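 note: rat C6 glioma line stably carrying human EP2 under a CMV promoter; the protocol text gives 20 µM as final concentration; 100% = response of wells given 1 µM PGE2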
eIF4E 4G PPI = eIF4E–eIF4G protein interaction inhibitors, primary screen, biochemical, uHTS, TR-FRET, eIF4GI fragment | TR-FRET eIF4E-eIF4GI(517-606) binding, 2 h | inhibition, % at 21.7 µM | hit rate 0.37% among 220,000;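 active = inhibition above about 30%, limit read from the data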;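 note: 0% = full FRET control wells and 100% = background wells lacking eIF4GI fragment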
Hck-Nef inh = inhibitors of Nef-activated human Hck kinase, primary screen, biochemical, Z-Lyte FRET, 384-well, Hck-YEEI; Tyrosine-protein kinase HCK (Homo sapiens), P08631; Recombinant Hck-YEEI plus Nef, Z-Lyte FRET kinase assay; inhibition, % at 20 µM; hit rate 0.68% among 220,000;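 active = Hck-Nef kinase inhibition above about 50%, limit read from the data; inactive = inhibition below that limit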;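 note: 0% = DMSO with Hck plus Nef and 100% = Hck alone without Nef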
Target sequence (P08631 whole entry, looked up): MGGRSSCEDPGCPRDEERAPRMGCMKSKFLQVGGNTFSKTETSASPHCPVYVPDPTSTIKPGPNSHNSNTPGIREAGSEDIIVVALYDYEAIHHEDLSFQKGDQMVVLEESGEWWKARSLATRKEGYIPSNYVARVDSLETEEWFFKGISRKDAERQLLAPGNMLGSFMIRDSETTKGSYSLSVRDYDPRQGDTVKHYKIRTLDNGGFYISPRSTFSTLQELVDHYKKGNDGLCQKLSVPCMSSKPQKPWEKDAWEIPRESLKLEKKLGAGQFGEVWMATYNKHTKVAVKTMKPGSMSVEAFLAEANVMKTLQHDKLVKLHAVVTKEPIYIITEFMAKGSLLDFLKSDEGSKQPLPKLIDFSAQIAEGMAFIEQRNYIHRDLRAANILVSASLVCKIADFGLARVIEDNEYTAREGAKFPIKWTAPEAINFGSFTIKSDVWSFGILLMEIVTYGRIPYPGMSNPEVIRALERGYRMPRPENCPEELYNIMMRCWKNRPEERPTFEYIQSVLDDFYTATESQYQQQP
L929 necroptosis = inhibitors of zVAD-triggered necroptosis, primary screen, L929 cells | L929 zVAD necroptosis rescue, ATP luminescence, 24 h; with zVAD 60 µM | viability rescue, % at 10 µM | hit rate 0.38% among 220,000 | AID 1377, 2008;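 active = activation, scaled between plate controls, above about 75%, limit read from the data; inactive = activation under that limit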;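 note: 0% = zVAD with DMSO and 100% = DMSO alone without zVAD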
EP2 antag = human EP2 receptor antagonists, primary screen, TR-FRET cAMP, C6 glioma cells. Prostaglandin E2 receptor EP2 subtype (Homo sapiens), P43116. C6 glioma cells expressing human EP2; cells stimulated with saturating PGE2. inhibition, % at 25 µM. hit rate 0.52% among 260,000. AID 1422, 2008;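 active = percent inhibition above 40 after rounding to a whole number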;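 note: rat C6 glioma host cells with rolipram phosphodiesterase inhibitor present; the protocol text gives 20 µM as final concentration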
Rad51 HR inh = human RAD51 strand exchange inhibitors, primary screen, biochemical, fluorescence; DNA repair protein RAD51 homolog 1 (Homo sapiens), Q06609; hRad51 DNA strand exchange, fluorescence dequenching; inhibition, % at 10 µM; hit rate 0.085% among 200,000;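 active = inhibition above 40% at the single screening dose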;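 note: 0% = DMSO control wells and 100% = blanks with heterologous ssDNA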
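Test system – preformed human Rad51 ssDNA filaments · Reagent – Donor/quencher-labelled 47-bp dsDNA substrate · Incubation – 37 °C 15-min filament assembly, 30-min compound preincubation, 15-min exchange · Signal – FRET fluorescence dequenching, excitation 485 nm, emission 520 nm · Read-out – percent inhibition from fluorescence, normalised to plate control and blank means · Benchmarks – plate control and blank wells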
* marks the source's active call; other numbers are inactive results; i = inactive; · = no result given; & = joins results of further samples; [ ] = another dose, or the depositor's remark. Not all compounds are listed (hit frequency here may not be typical).

SMILES	14-3-3 Bad inh	m-calpain inh	TbHK1 inh	EP2 modulator	eIF4E 4G PPI	Hck-Nef inh	L929 necroptosis	EP2 antag	Rad51 HR inh
O=C(c1cnn2c(C(F)(F)F)cc(-c3ccco3)nc12)N1CCCCCC1	10.5	-89.3	28.9	1.0	-4.7	1.3	1.1	10.6	-4.1
CC[n+]1c(/C=C/Nc2ccccc2)oc2ccccc21	15.2[fluorescence artefact?]	-17.9	-43.2	-4.9	-9.3[fluorescence artefact?]	4.2	-0.4	15.2	-1.8
O=C(O)c1ccc(COc2ccc3ccccc3c2/C=C2/NC(=O)N(Cc3ccc(F)cc3)C2=O)cc1	3.0	-65.5	7.5	-14.4	-2.2	29.5	3.9	5.7	7.6
COC(=O)C1C(O)=C(C(C)=Nc2cccc3ccccc23)C(=O)CC1(C)C (stereo not drawn)	-10.2	-24.7	-19.7	-11.8	5.5	1.6	-0.3	7.0	-4.5
C(=N\Nc1nc(N2CCCCC2)nc(N2CCCCC2)n1)/c1c[nH]c2ccccc12	-7.4	-50.8	-8.8	-20.3	1.2	21.2	0.5	2.0	2.1
CCN(CC)CC(=O)NCC1(c2ccccc2)CCOCC1	-9.5[fluorescence artefact?]	8.1	-3.8	32.8	-11.1[fluorescence artefact?]	0.0	0.6	9.5	-12.6
Cc1cccc(NC2=NC3(CCCCC3)N=C(N)N2)c1C	-0.6	6.8	3.9	2.1	0.1	3.5	0.0	15.0	-10.1
O=C(CN1CCCc2ccccc21)N/N=C/c1ccccc1O	-5.7	-15.8	-6.7	-10.9	3.0	3.5	3.0	5.3	-1.8
COc1cc(/C=N/O)cc(Br)c1OCc1ccc(Cl)cc1	-11.2	0.8	0.6	35.9	-5.2	-1.3	0.1	22.6	6.1
COc1ccc(C(=O)/C=C/c2ccc(N(C)C)cc2)c(OC)c1	-6.0	9.6	-6.6	-33.2	4.9	-41.8	0.8	13.5	i
CC(C)(C)NC(=O)CCC1COc2ccccc2O1 (stereo not drawn)	12.2	-9.0	-1.2	-7.0	3.3[fluorescence artefact?]	-1.8	-0.2	5.2	-0.1
O=C(CCc1c[nH]c2ccccc12)NCc1ccco1	-4.3	7.1	-2.1	-4.8	1.7	18.2	0.8	3.3	3.0
N#Cc1c(Cn2cncn2)nc(=O)n(-c2ccc(Cl)cc2)c1N	-4.2	-1.6	-1.4	-19.4	-2.7	3.0	0.4	3.7	-134.7
CC(=O)c1ccc(Nc2cc(C)nc3c(C)cc(C)cc23)cc1	-1.2	21.1	-22.7	-9.3	2.3	18.8	-2.0	1.5	-0.7
COc1ccc(CC(=O)Nc2ccc(C(=O)Nc3nccs3)cc2)cc1OC	-9.5	9.1	-4.3	-33.9	-1.5	22.0	82.8*	1.0	-0.2

3 compounds from above, sorted by their value in 14-3-3 Bad inh, smallest number first:
SMILES | 14-3-3 Bad inh | m-calpain inh | TbHK1 inh | EP2 modulator | eIF4E 4G PPI | Hck-Nef inh
COc1ccc(CC(=O)Nc2ccc(C(=O)Nc3nccs3)cc2)cc1OC | -9.5 | 9.1 | -4.3 | -33.9 | -1.5 | 22.0
COc1ccc(C(=O)/C=C/c2ccc(N(C)C)cc2)c(OC)c1 | -6.0 | 9.6 | -6.6 | -33.2 | 4.9 | -41.8
CC(=O)c1ccc(Nc2cc(C)nc3c(C)cc(C)cc23)cc1 | -1.2 | 21.1 | -22.7 | -9.3 | 2.3 | 18.8

Additional structures follow:
SMILES	14-3-3 Bad inh	m-calpain inh	TbHK1 inh	EP2 modulator	eIF4E 4G PPI	Hck-Nef inh	L929 necroptosis	EP2 antag	Rad51 HR inh
CC(=O)c1c(C)[nH]c(C(=O)CSc2nnc(-c3ccccc3)n2Cc2ccc3c(c2)OCO3)c1C	-6.5	18.5	-11.7	-26.8	-2.4	63.5*	-0.9	20.4	1.4
Cc1ccccc1C(=O)Nc1ccc2c(c1)OCO2	-10.2	-14.7	-1.2	-6.0	-5.6	1.8	0.6	11.9	2.2
COc1ccc(-c2cc(C3CCN(c4ncccc4[N+](=O)[O-])CC3)[nH]n2)cc1	-10.7	10.5	-16.1	-27.0	0.9	-1.5	52.4	15.0	-6.9
Cc1n[nH]c(C)c1S(=O)(=O)N1CCCC(C(=O)Nc2ccc3c(c2)OCCO3)C1 (stereo not drawn)	-1.3[fluorescence artefact?]	-41.8	2.4	-8.9	-4.5	0.2	-0.3	·	·
Cc1ccc2ncccc2c1NS(=O)(=O)c1ccccc1	6.3[fluorescence artefact?]	-0.6	0.9	15.0&-20.1	11.3[fluorescence artefact?]	-1.1	2.0	5.9&6.7	-1.5
C=CCN1C=C2C(=O)C(C)(OC(=O)CCc3ccccc3)C(=O)C=C2C=C1c1ccc(C#N)cc1 (stereo not drawn)	-9.7	-69.3	-9.5	-7.9	-9.9	32.3	-0.5	10.2	-2.5
CN(C)S(=O)(=O)c1ccc(NC(=O)C2CCCN(C(=O)c3ccc(Cl)cc3)C2)cc1 (stereo not drawn)	-2.2	18.6	-4.3	-35.2	4.7	-15.4	-0.2	5.6	·
CC(C)[C@H](NC(=O)NCc1ccc(F)cc1)C(=O)O	1.8	2.7	1.7	0.7	-4.0	16.5	0.3	9.5	5.8
COc1cc(S(=O)(=O)NCc2cccnc2)c(OC)cc1Br	9.2	-42.9	-1.7	-6.5	-1.0	-3.7	0.1	7.6	-1.7
CCOC(=O)C(CSCC(=O)c1ccc(Cl)cc1Cl)NC(=O)OC(C)(C)C (stereo not drawn)	1.9	26.8	16.6	4.1	-1.0	-8.1	0.7	9.4	-6.8
CCCSc1nnc(CSc2nc(C)cc(C)n2)n1C	-3.9	4.7	-1.3	-4.5	-1.9	5.1	-0.7	5.3	·
Cc1ccccc1/C=N/Nc1nc2ccccc2[nH]1	-8.2	34.1	-10.8	-94.8	-0.4	18.0	38.1	19.8	1.5
CCc1nc(SCC(=O)O)c(C#N)cc1C	6.1	-23.0	-2.0	5.8	6.1	0.7	0.2	5.7	-3.9
COc1ccc2c(OC)cc(=O)n(C)c2c1	-7.4	6.8	-4.7	-86.2	17.6	3.3	1.8	2.9	-4.2
Cc1cc(C)nc(/N=C(\N)Nc2ccc(S(=O)(=O)O)cc2)n1	7.8	47.0	6.4	-15.8	-0.5	10.8	0.2	5.7	-13.9
C/C(Cn1cnc([N+](=O)[O-])n1)=N\NC(=O)c1ccccc1O	-11.7	-36.8	-10.4	36.6	-1.6	23.8	7.7	7.8	0.7
CC(=O)Nc1nc(NC(=O)/C=C/c2ccccc2)n(-c2ccccc2)n1	9.0	22.9	-3.9	9.7	-5.1[fluorescence artefact?]	-3.4	-0.7	3.8	-6.5
Cc1ccc(-c2nnc(-c3cccc(NC(=O)c4cccs4)c3)o2)cc1	20.7[fluorescence artefact?]	-25.7	-10.3	-25.5	-0.4	6.1	2.1	18.0	-0.1
CC(C)(C)c1cc(C(=O)O)nn1-c1ccccc1	-3.9	12.3	2.3	-3.4	-1.6	0.4	0.2	10.5	-4.9
CN(c1ccc(C(=O)N2CCN(Cc3ccc4c(c3)OCO4)CC2)cc1)S(C)(=O)=O	-4.3	-35.8	0.4	5.1&28.7	-2.6	18.5	0.1	17.2&8.1	2.4
O=C(O)c1cccc(NS(=O)(=O)c2cccc3cccnc23)c1	-1.5	6.3	-2.9	8.9	0.3	1.6	1.1	13.1	3.7
COc1ccc2c(c1OC)C(=O)OC2Nc1nc2ccccc2s1 (stereo not drawn)	1.1	22.1	-3.0	-22.8	2.8	1.2	3.2	16.9	16.0
CC1CC(C)(C)n2c(O)c(N=NC(N)=S)c3cccc1c32 (stereo not drawn)	-9.9	13.6	-11.5	47.2	0.9	2.1	-0.7	5.7	-7.6
Cc1ccc(S(=O)(=O)NCC(=O)OCC(=O)N(Cc2ccccc2)C(C)(C)C)cc1	-8.9	-10.4	-4.6	24.7	8.5	-1.7	1.9	10.2	-10.5
NC(=O)c1sc2nc3c(c(-c4cccs4)c2c1N)CCCC3	2.6	-2.3	-4.8	53.3	0.1	3.3	·	10.9	·
COc1ccc(N2CCN(c3ccc(C(N)=O)cc3[N+](=O)[O-])CC2)cc1	-0.3	6.4	-5.6	-27.0	1.5	14.3	3.2	17.4	3.8
CC1CCCN(S(=O)(=O)c2ccc(C(=O)Nc3ccccc3-c3nc4ccccc4[nH]3)cc2)C1 (stereo not drawn)	-6.4[fluorescence artefact?]	-224.1	-17.8	-4.8	4.2	3.8	3.8	1.2	·
CC(=O)c1[nH]c(C)c(C(C)=O)c1C	14.7[fluorescence artefact?]	10.5	-7.3	7.4	-5.4[fluorescence artefact?]	1.0	0.1	8.9	-2.7
O=C(c1cnn2c1NC(c1ccc(Br)cc1)CC2C(F)(F)F)N1CCN(C23CC4CC(CC(C4)C2)C3)CC1 (stereo not drawn)	-8.8[fluorescence artefact?]	-64.6	-6.8	35.2	-1.6	-7.3	-0.2	6.3	8.1
Cc1ccc(C(=O)Cn2cccn2)cc1	-7.2	-5.2	-3.6	-4.3	-2.5	20.7	1.6	12.9	1.8
COc1ccc(-n2c3c(c(=O)[nH]c2=O)C(C(F)(F)F)(C(F)(F)F)N=C(CC(C)C)N3)cc1	-2.9	-1.2	-6.6	11.0	-6.4	0.0	-0.5	3.3	-2.3

Ordered by count of non-hydrogen atoms (high to low): three of the compounds above.
SMILES	14-3-3 Bad inh	m-calpain inh	TbHK1 inh	EP2 modulator	eIF4E 4G PPI	Hck-Nef inh	L929 necroptosis	EP2 antag	Rad51 HR inh
Cc1ccc(S(=O)(=O)NCC(=O)OCC(=O)N(Cc2ccccc2)C(C)(C)C)cc1	-8.9	-10.4	-4.6	24.7	8.5	-1.7	1.9	10.2	-10.5
CC(C)(C)c1cc(C(=O)O)nn1-c1ccccc1	-3.9	12.3	2.3	-3.4	-1.6	0.4	0.2	10.5	-4.9
Cc1ccc(C(=O)Cn2cccn2)cc1	-7.2	-5.2	-3.6	-4.3	-2.5	20.7	1.6	12.9	1.8
